# Compound activity (PubChem)
# Cneo AK release – Cryptococcus neoformans cell lysis inducers, primary screen, AK release luminescence, single concentration | C. neoformans lysis, adenylate kinase release luminescence, 4 h; normalised: neutral wells 0, clomiphene wells 100 | lysis activity, % at 15 µM | actives 0.2% (n = 360,000);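 active = mean lysis activity across replicates of at least 80%, whatever share of replicates individually reach that level; inactive = mean lysis activity below 80%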
#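 Material – Cryptococcus neoformans yeast cells · Quantity – 5 × 10^6 yeast cells/mL · Buffer or medium – YPD medium · Compound – single dose · Timing – 4 h static compound exposure, 37 °C, read 1 h post-reagent · Signal – adenylate kinase release luminescence · Read-out basis – lysis from increased AK signal · Benchmarks – Clomiphene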
# PGC1a acetyl inh – inhibitors of PGC1a acetylation signal, primary screen, cell-based, U2OS, AlphaScreen, inhibitor mode; AlphaScreen anti-acetyl-lysine; with virally co-expressed GCN5 acetyltransferase; inhibition, % at 15.6 µM; actives 0.17% (n = 350,000); AID 651687, 2012;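 active = every replicate shows inhibition of at least 40%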;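 note: 0% = neutral control wells and 100% = positive control wells; some results beyond the cut were filed as inactive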
# LGR2 antag – inhibitors of bursicon-induced LGR2 CRE-luciferase signal, primary screen, cell-based, HEK293, CRE-luciferase reporter, bursicon stimulation; Drosophila bursicon receptor LGR2 (rickets); bursicon-stimulated, 4 h; inhibition, % at 9.99 µM; actives 0.35% (n = 380,000);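 active = drop in luminescence signal, shown as inhibition above about 50% in the replicate tests, limit read from the data, passing the limit was not always enough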;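 note: agonist challenge used bursicon conditioned medium at about half maximal strength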
# FN deposition inh – inhibitors of fibronectin matrix deposition, primary screen, AH1F cells, Alexa488-fibronectin fluorescence, plate reader. AH1F fibroblasts, overnight. inhibition, % at 12.6 µM. actives 0.086% (n = 350,000). AID 743247, 2014;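 active = mean inhibition across replicates of 30% or more, regardless of how many single replicates reach that level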;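 note: positive control wells lacked labelled fibronectin entirely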
#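 Material: AH1F fibroblasts assembling fluorescent fibronectin matrix; amount: 10000 AH1F cells/well; medium: DMEM, 2% serum; reagent: Alexa488-fibronectin, 24 nM final in well; dosing: single compound dose, delivered by pin transfer; incubation: 1 h adhesion, overnight exposure; detection: fluorescence after three HBSS washes, excitation 485 nm, emission 525 nm; measure: fibronectin deposition inhibition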
# Casp6 inh – human caspase-6 inhibitors, primary screen, biochemical, VEID-R110 fluorescence, single point, set 2 | P55212 | inhibition, % at 12.5 µM | actives 0.53% (n = 350,000) | purified caspase-6, Z-VEID-R110 cleavage fluorescence;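 active = mean inhibition across replicates at least about 35%, with every replicate also reaching that limit, limit read from the data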;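 note: 0% = median of neutral control wells and 100% = no fluorescence left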
# Target sequence (P55212 24-179 limits assumed): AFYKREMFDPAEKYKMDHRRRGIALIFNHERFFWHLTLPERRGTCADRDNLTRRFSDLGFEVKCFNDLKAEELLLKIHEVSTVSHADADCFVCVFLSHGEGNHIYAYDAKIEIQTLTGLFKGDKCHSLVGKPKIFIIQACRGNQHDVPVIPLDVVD
# Target sequence (P55212 194-293 limits assumed): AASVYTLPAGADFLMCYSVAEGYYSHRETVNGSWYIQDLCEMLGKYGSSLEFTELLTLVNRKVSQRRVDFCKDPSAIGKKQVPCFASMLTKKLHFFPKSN
# miR-122 sensor – miR-122 Renilla sensor signal increase in Huh7, primary screen, miR-122 inhibitor project, cell-based, single point, plate reader. Huh7 miR-122 Renilla luciferase sensor, 48 h; neutral wells = 0, positive control = 100. activation (reporter increase), % at 12.5 µM. actives 0.3% (n = 340,000). AID 602342, 2012;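 active = mean replicate activation score at least 90 and every replicate individually at or above 90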;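 note: higher luciferase means less miR-122 activity so hits act as miR-122 inhibitors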
# PAX8 reporter – inhibitors of PAX8-driven TPO luciferase reporter, primary screen, RMG-I cells, single concentration; SteadyGlo, 24 h; inhibition, % at 12.6 µM; actives 1.2% (n = 360,000);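 active = mean replicate inhibition at least 60% with every replicate also reaching 60%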;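 note: luciferase light reporting Pax8 driven TPO promoter activity; plate controls were median of neutral control wells for no effect and mitoxantrone controls for full effect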
# EWS-Fli inh – EWS/Fli-driven NR0B1 reporter inhibitors, primary screen, A673 cells, NR0B1 luciferase, luminescence, MLPCN library; viability-normalised; inhibition, % at 12.6 µM; actives 0.67% (n = 350,000); AID 651661, 2012;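 active = mean inhibition of at least 50% after viability correction, with every replicate also passing that limit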;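 note: firefly luciferase signal divided by Alamar Blue viability fluorescence both relative to DMSO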
# The depositor's hits bear a star; x = not tested or not shown; & = joins results of further samples; [ ] = another dose, or the depositor's remark. Compounds as they come. Share with any hit: about 2.5%.
SMILES,Cneo AK release,PGC1a acetyl inh,LGR2 antag,FN deposition inh,Casp6 inh,miR-122 sensor,PAX8 reporter,EWS-Fli inh
COc1ccc(NC(=O)/C(N=Nc2cccc(S(=O)(=O)Nc3ccc(SC(F)F)cc3)c2)=C(\C)O)cc1,-3,-12,-1,7,-2,-3,-2,-5
COc1ccc(C(=O)NCCS(=O)(=O)NCc2ccccc2)cc1,-1,-1,10,5,8,12,10,3
Cc1noc(C)c1NC(=O)Nc1cccc2c1O[C@@H](CN(C)C(=O)Nc1ccc3c(c1)OCO3)[C@@H](C)CN([C@@H](C)CO)C2=O,-5,-13,21,-8,0,3[16.7 µM],-11,2
Cn1c(=O)c2sccc2n2c(CCCC(=O)NCc3ccc(F)cc3)nnc12,0,-4,11,-1,1,-4,-3,-4
COc1ccc(-c2nc3ccc(C)cn3c2Cc2ccccc2C(F)(F)F)cc1OC,x,x,2,-3,-3,x,-11,-16
CC(C)N(C(=O)[C@H]1C[C@H](CC(=O)NCCC2=CCCCC2)C(=O)N2CCc3c([nH]c4ccc(Cl)cc34)[C@]12C)C(C)C,13,8,-9,-3,1,1,-1,-4
C[C@H](CO)N1C[C@H](C)[C@H](CN(C)Cc2ccc(Oc3ccccc3)cc2)Oc2ccc(NS(C)(=O)=O)cc2CC1=O,1,1,-3,x,1,-7[16.7 µM],16,-91
CC(=O)Nc1ccc(C(O)(C(F)(F)F)C(F)(F)F)cc1,2,2,11,6,-1,-1,3,3
CCOC(=O)C(=O)Cc1cccnn1,x,6,x,-1,44*,-6,-7,-14
Cc1ccc(SCC(=O)OCC(=O)NCCc2ccc(S(N)(=O)=O)cc2)c(C)c1,-1,4,14,6,-1,x,1,6
O=C(Nc1ccc(-c2cscn2)cc1)C1CCCN(Cc2ccccc2)C1 (centres undefined),-1,-13,-7,5,-4,0,1,10
CN(C)CCCNC(=O)C[C@@H]1CC[C@@H](NS(=O)(=O)c2ccccc2)[C@H](CO)O1,9,-2,6,-1,-2,x,-12,-2
COc1ccc(S(=O)(=O)N[C@H]2CC[C@@H](CC(=O)N3CCC(Cc4ccccc4)CC3)O[C@@H]2CO)cc1,0,-3,1,x,6,x,x,x
COc1ccc(C(C)(C)C)cc1NC(=O)CCc1c(C)noc1C,-1,-5,-3,6,-2,3,-11,-4
O=C(CSc1nc2c(c(C(F)(F)F)n1)CCc1ccccc1-2)NCc1ccco1,-2,-1,-13,x,x,2,x,x
Cc1noc(C)c1S(=O)(=O)N1CCCC1C(=O)NC(C)(C)C (centres undefined),10,-2,5,-7,1,-1,-2,x
Cc1c(C(=O)N/N=C/c2ccc(Cl)cc2)[nH]c2ccc(Cl)cc12,x,x,-7,x,2,x,58,59*
CC=Cc1ccc2n(c1=O)C[C@H]1N[C@@H]2[C@@H](C(=O)NCCc2ccccc2)[C@@H]1CO (mixture of isomers),2,x,-9,x,0,x,x,8
CC(=O)N1CCCN(C(=O)c2ccc3nc(Cc4ccccc4F)oc3c2)CC1,1,x,-8,5,1,-3,x,-5
CC(=O)NC1=C(N(C)C2CCS(=O)(=O)C2)C(=O)c2ccccc2C1=O (centres undefined),3,6,x,9,31,-9,4,4

# A stretch from further up, for reference:
SMILES,Cneo AK release,PGC1a acetyl inh,LGR2 antag,FN deposition inh,Casp6 inh,miR-122 sensor,PAX8 reporter,EWS-Fli inh
O=C(CSc1nc2c(c(C(F)(F)F)n1)CCc1ccccc1-2)NCc1ccco1,-2,-1,-13,x,x,2,x,x
Cc1noc(C)c1S(=O)(=O)N1CCCC1C(=O)NC(C)(C)C (centres undefined),10,-2,5,-7,1,-1,-2,x

# (listing goes on)
SMILES,Cneo AK release,PGC1a acetyl inh,LGR2 antag,FN deposition inh,Casp6 inh,miR-122 sensor,PAX8 reporter,EWS-Fli inh
C=C(C)C(=O)N1CC2(CC(c3cccc(NC(=O)/C=C\C)c3)=NO2)C[C@H]1C(N)=O (some centres undefined),-5,3,8,2,3,-8,-25,-7
C[C@@H]1CN([C@@H](C)CO)C(=O)c2cccc(NC(=O)Nc3ccc(C(F)(F)F)cc3)c2O[C@H]1CN(C)C(=O)Nc1ccccc1,0,-10,-16,10,1,6[16.7 µM],-6,1
COc1ccc(NC(=O)N(C)C[C@@H]2OCc3ccccc3-c3ccccc3C(=O)N([C@@H](C)CO)C[C@H]2C)c(OC)c1,-1,3,-23,7,4,x,x,-9
S=c1nc(-c2ccccc2)[nH]n1-c1ccccc1,1,-9,-7,-5,x,10,x,x
Cc1ccccc1NC(=O)C1CCCN(C(=O)Nc2ccc(F)cc2)C1 (centres undefined),1,x,-5,-3,0,2,-1,1
O=C(O)C(Cc1c[nH]c2ccccc12)NS(=O)(=O)c1ccc(Cl)c(C(F)(F)F)c1 (centres undefined),-1,12,-1,3,12,3,28,10
Cc1nc2ccccc2c2oc(C(=O)NCCN3CCN(C)CC3)cc12,-1,-5,5,-2,-19,5,-13,-14
C[C@@H]1CCCCO[C@@H](CN(C)S(=O)(=O)c2cccs2)[C@@H](C)CN([C@H](C)CO)C(=O)c2cc(NC(=O)CCCN(C)C)ccc2O1,1,-1,-8,x,-10,0[16.7 µM],x,-12
CCOC(=O)C1(Cc2ccc(OC)cc2)CCN(C(=O)c2ccc3[nH]ccc3c2)CC1,x,-18,-21,8,4,43,9,47
O=c1[nH]cc(C(F)(F)F)cc1NS(=O)(=O)c1ccc([N+](=O)[O-])cc1,x,x,8,x,0,x,-14,-3
CC1(C)NC(=O)N(CCOc2cccc(Oc3ccccc3)c2)C1=O,2,-11,-19,x,-3,-7,x,-1
FC(F)(F)c1nc(NCc2cccnc2)c2ccccc2n1,3,-24,-7,8,-1,2,3,17
COc1cccc(NC(=O)N(C)C[C@@H]2Oc3cc(C#Cc4ccncc4)ccc3S(=O)(=O)N([C@H](C)CO)C[C@H]2C)c1,-8,-3,13,x,-4,10[16.7 µM],x,9
OC(c1ccccc1)(c1nc(-c2ccccc2)cs1)C(F)(F)F (centres undefined),1,-13,x,-2,5,9,-4,9
C[C@@H]1CCCCO[C@@H](CN(C)C(=O)Nc2ccc(C(F)(F)F)cc2)[C@H](C)CN([C@@H](C)CO)C(=O)c2cc(NS(=O)(=O)c3cccs3)ccc2O1,4,-5,-3,x,1,-6[16.7 µM],32,33
O=C(c1ccccc1)C1CCN(CC(=O)N2CCN(c3ccccc3)CC2)CC1,2,x,-17,0,-16,2,3,-9
CCCCNC(=O)OCC(CC)NC(=O)OCC(C)C (centres undefined),0,-5,x,11,x,2,x,x
CC(C)NC(=O)N(C)C[C@H]1OCCCC[C@@H](C)Oc2ccc(NC(=O)Nc3ccc(F)cc3)cc2C(=O)N([C@@H](C)CO)C[C@H]1C,-3,-2,8,x,-4,9[16.7 µM],-15,-17
COc1ccc(CNC(=O)C[C@@H]2C[C@H]3c4cc(NS(C)(=O)=O)ccc4O[C@H]3[C@H](CO)O2)cc1,0,-7,5,-3,-1,1[16.7 µM],x,-9
O=C(OCn1nnc2ccccc2c1=O)c1cc2ccccc2o1,1,x,5,-10,2,x,-4,-1
C/C=C/c1cnc2c(c1)C(=O)N([C@@H](C)CO)C[C@H](C)[C@H](CN(C)C(=O)c1cccnc1)O2,-2,9,14,x,2,5[16.7 µM],x,-6
O=C(COC(=O)CNC(=O)c1cccs1)Nc1ccc(C(F)(F)F)cc1[N+](=O)[O-],-2,x,12,-8,1,-5,2,-1
CC(=O)Nc1ccc(S(=O)(=O)Nc2cccc(-n3cnnn3)c2)cc1,x,x,4,10,2,x,6,x
Clc1ccc(-c2nnnn2-c2ccc(Cl)cc2)cc1,-1,2,-15,4,3,11,7,12
C[C@H]1CN([C@@H](C)CO)S(=O)(=O)c2ccc(Br)cc2O[C@H]1CN(C)S(=O)(=O)c1ccc(F)cc1,-2,-28,15,23,-1,0[16.7 µM],9,9
COc1ccc(NC(=S)NC(=O)c2csnn2)cc1,x,x,-23,x,2,x,-37,-5
COCCn1c(SCc2nnc(-c3ccccc3)o2)nc2sc3c(c2c1=O)CCC3,-2,2,x,3,x,0,0,x
COc1ccc(CN(C)C[C@H]2Oc3ccc(NC(=O)CCCCCC(=O)Nc4ccccc4N)cc3CC(=O)N([C@@H](C)CO)C[C@H]2C)cc1,x,-13,-10,x,0,x,1,0
C[C@H](CO)N1C[C@H](C)[C@@H](CN(C)Cc2ccc(C(F)(F)F)cc2)Oc2ccc(NS(=O)(=O)c3ccc(Cl)cc3)cc2CC1=O,-2,-11,8,-12,2,-31[16.7 µM],102*,40
Cc1oc(-c2ccccc2Cl)nc1CS(=O)CC(=O)NCc1ccco1 (centres undefined),-14,-5,0,6,2,x,-9,x
CO[C@@H]1CN(C)C(=O)c2ccc(NC(=O)Nc3ccc(C(F)(F)F)cc3)cc2OC[C@H](C)NC[C@@H]1C,-2,1,15,0,3,8[16.7 µM],12,14
Cc1ccc(C(=O)NC(C)c2ccc(-n3ccnc3)cc2)o1 (centres undefined),x,x,11,-1,3,x,5,-6
COc1cc(-c2nnc(NC(=O)c3ccc(S(=O)(=O)N4CCOCC4)cc3)o2)cc(OC)c1OC,x,x,-3,-14,1,x,-139,31
O=C(Nc1cccnc1)C12CC3CC(CC(C3)C1)C2,1,x,0,x,-1,-1,-14,-2
CCn1c(=N)c(S(=O)(=O)c2ccccc2)cc2c(=O)n3ccccc3nc21,x,1,-40,6,-3,x,-19,-21
COc1cccc(NC(=O)Cc2nc(-c3ccccc3)sc2-c2ccc(C)cc2)c1,-11,-11,15,6,-3,1,1,-21
CCC(=O)OC1(C)C(=O)C=C2C=C(CCCC(=O)OC)OC=C2C1=O (centres undefined),-1,0,0,-2,6,-6,13,-8
Cc1noc(C)c1NC(=O)Nc1cccc2c1O[C@H](CN(C)C(=O)NC1CCCCC1)[C@@H](C)CN([C@@H](C)CO)C2=O,2,3,1,14,1,-10[16.7 µM],x,-9
Cc1nn(-c2ccccc2)c(Cl)c1C(=O)Nc1ccc(N2CCOCC2)cc1,x,x,-17,-16,0,x,-1,15
Cc1ccc(C(=O)COC(=O)CCCC(=O)Nc2cc(C(F)(F)F)ccc2Cl)cc1C,-2,9,11,1,x,-7,-24,x
CCCN(C)C[C@@H]1OCCCC[C@@H](C)Oc2ccc(NC(=O)c3ccccc3)cc2C(=O)N([C@H](C)CO)C[C@@H]1C,-5&-3&1,2&5&8,8&7&5,9,1&0&-1,5[16.7 µM],37&4&-5,-3&-10
O=C(CSc1nnc(COc2cccc3cccnc23)o1)N1CCCC1,x,0,-3,11,0,x,13,-3
COC(=O)CSc1nc2sccc2c(=O)n1-c1ccccc1,1,9,-7,7,0,-3,-17,5

# Two records picked at random from those above, as already listed:
SMILES,Cneo AK release,PGC1a acetyl inh,LGR2 antag,FN deposition inh,Casp6 inh,miR-122 sensor,PAX8 reporter,EWS-Fli inh
O=C(COC(=O)CNC(=O)c1cccs1)Nc1ccc(C(F)(F)F)cc1[N+](=O)[O-],-2,x,12,-8,1,-5,2,-1
COc1cc(-c2nnc(NC(=O)c3ccc(S(=O)(=O)N4CCOCC4)cc3)o2)cc(OC)c1OC,x,x,-3,-14,1,x,-139,31
